LANA DNA inh: blocks KSHV LANA C-terminal domain binding to DNA | MBP-C-LANA/FAM-LBS DNA binding, fluorescence polarization | inhibition, % at 9 µM | 340,000 compounds, 0.078% hits | AID 504423;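 active = highest replicate inhibition at or above 60% at 9 µM, even if other replicates fall short; inactive = all replicates below 60% inhibition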;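 note: 0% = neutral control wells and 100% = 4 µM acridine orange control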
NSD2 inh: blocks human histone methyltransferase NSD2; O96028; NSD2 peptide methylation, AlphaScreen, 120 min; inhibition, % at 12.5 µM; 310,000 compounds, 0.54% hits; AID 743445; in the data active = inhibition above about 50%
Target sequence (O96028 whole entry, looked up): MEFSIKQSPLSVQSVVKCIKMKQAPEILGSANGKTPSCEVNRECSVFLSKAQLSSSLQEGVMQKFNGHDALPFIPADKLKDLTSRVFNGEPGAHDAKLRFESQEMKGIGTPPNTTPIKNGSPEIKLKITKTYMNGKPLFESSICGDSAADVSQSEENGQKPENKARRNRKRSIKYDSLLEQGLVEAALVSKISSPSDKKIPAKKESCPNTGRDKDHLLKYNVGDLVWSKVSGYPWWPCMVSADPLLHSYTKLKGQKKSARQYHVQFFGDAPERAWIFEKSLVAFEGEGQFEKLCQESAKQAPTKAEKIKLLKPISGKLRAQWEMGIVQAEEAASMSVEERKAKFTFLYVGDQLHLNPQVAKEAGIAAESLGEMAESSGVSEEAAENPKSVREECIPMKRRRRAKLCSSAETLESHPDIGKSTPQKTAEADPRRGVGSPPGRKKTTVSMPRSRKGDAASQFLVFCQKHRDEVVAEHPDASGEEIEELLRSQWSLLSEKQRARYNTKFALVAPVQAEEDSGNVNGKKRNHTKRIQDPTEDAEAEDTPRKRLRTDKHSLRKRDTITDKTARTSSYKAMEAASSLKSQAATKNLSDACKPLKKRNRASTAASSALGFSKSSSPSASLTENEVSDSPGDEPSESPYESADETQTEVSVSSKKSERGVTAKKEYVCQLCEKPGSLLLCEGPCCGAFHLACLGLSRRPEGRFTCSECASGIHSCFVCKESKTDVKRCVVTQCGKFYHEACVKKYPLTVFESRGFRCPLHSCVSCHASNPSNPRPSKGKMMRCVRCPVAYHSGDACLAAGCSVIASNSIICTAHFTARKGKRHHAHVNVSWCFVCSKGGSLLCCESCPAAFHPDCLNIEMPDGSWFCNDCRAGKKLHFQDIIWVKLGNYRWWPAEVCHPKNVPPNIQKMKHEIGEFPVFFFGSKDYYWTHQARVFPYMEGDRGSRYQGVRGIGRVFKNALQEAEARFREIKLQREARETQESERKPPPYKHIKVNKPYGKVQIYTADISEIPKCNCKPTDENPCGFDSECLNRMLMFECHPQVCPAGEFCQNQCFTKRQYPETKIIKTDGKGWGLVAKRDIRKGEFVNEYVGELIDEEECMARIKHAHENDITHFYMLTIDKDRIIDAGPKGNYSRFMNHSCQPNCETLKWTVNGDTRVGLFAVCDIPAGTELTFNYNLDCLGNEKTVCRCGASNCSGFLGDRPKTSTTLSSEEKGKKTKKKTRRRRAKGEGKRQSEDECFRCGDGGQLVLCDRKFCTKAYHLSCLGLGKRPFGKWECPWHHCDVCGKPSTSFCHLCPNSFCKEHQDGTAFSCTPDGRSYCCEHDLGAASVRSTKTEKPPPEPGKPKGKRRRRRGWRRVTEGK
Mot1-301 SUMO: SUMOylation pathway inhibition by Mot1-301 growth rescue | growth rescue, % at 18.8 µM | 320,000 compounds, 1% hits | S. cerevisiae Mot1-301 growth rescue, ATP luminescence, 38.5C; percent above DMSO median, 100 means doubled | AID 2716;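 active = every valid replicate shows activation above 250% relative to neutral control wells; inactive = the rest, any valid replicate at or below 250%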;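 note: OY570 slx delta 5 strain wells were the positive control but not used for scaling; some compounds called inactive have numbers as strong as hits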
RTF Ca sens inh: cardiac RTF calcium desensitization | P19429+P45379 | IANBD-labeled cardiac RTF, Ca2+ fluorescence | inhibition, % at 7.15 µM | 340,000 compounds, 0.12% hits | AID 493244;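 active = inhibition above the mean inhibition of all tested compounds plus 3 SD, cut at about 17% in these data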;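 note: assay run at fixed EC70 calcium of 1.6 mM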
RTF Ca sens act: cardiac RTF calcium sensitization; P19429+P45379; IANBD-labeled TnC RTF fluorescence at EC20 calcium; 0% EC20 calcium, 100% full calcium; activation, % at 7.2 µM; 340,000 compounds, 0.24% hits; AID 493008;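 active = activation above the mean over all tested compounds plus 3 SD, cut at about 30% in these data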;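 note: rise in fluorescence read as greater calcium sensitivity of cardiac thin filaments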
dFosB activator: enhances mouse delta FosB homodimer DNA binding. P13346. activation, % at 25 µM. purified delta FosB, TAMRA-CDK5 oligo fluorescence polarization; percent of positive-control signal above neutral wells. 340,000 compounds, 0.99% hits;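 active = mean activation above about 17%, with every replicate also reaching it, limit read from the data, passing the limit was not always enough; inconclusive = only one of the two conditions met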;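 note: fluorescence polarization rise as delta FosB binds a TAMRA Cdk5 AP-1 oligo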
PvdQ inh: P. aeruginosa PvdQ acylase inhibition; purified PvdQ acylase, fluorescence plate reader; inhibition, % at 10 µM; 340,000 compounds, 0.063% hits; in the data active = inhibition above about 30%, passing the limit was not always enough; inconclusive = no clear call, values can overlap the other calls;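 note: 0% = vehicle neutral wells and 100% = reference inhibitor wells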
PfHsp90 yeast 2: inhibits growth of yeast expressing Plasmodium falciparum Hsp90 | inhibition, % at 9.4 µM | 310,000 compounds, 0.32% hits | S. cerevisiae expressing PfHsp90, BacTiter-Glo ATP, 48 h; yeast lacking PDR1 and PDR3 efflux regulators;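 active = every replicate shows inhibition above about 80%, whatever the replicate mean, limit read from the data; inconclusive = mean inhibition reaches the set limit but some replicate falls short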;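 note: 0% = DMSO neutral controls and 100% = 20 µM radicicol positive controls; yeast relying on Plasmodium falciparum Hsp90 in place of its own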
CDK5 inh: inhibitors of human CDK5/p35 kinase. Q00535+Q15078. inhibition, % at 10 µM. AID 488839. 330,000 compounds, 0.01% hits. Recombinant CDK5/p35, ADP-Glo luminescence, 60 min;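 active = highest replicate inhibition of at least 50% and at least 75% of replicates reaching 50%; inconclusive = only one of the two criteria met; inactive = both criteria failed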;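 note: plate controls were DMSO neutral control for no effect and GW8510 at 10 µM for full effect; many of its hits are not listed in these tables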
Rtt109 HAT inh: inhibitors of Candida albicans Rtt109/Vps75 histone acetyltransferase; Q5AAJ8; purified Rtt109/Vps75, ThioGlo CoA-SH fluorescence, 4 h; inhibition, % at 34.9 µM; 330,000 compounds, 0.16% hits;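 active = inhibition of at least 50% in every replicate; inconclusive = best replicate reaches 50% inhibition but some replicates fall short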
Keap1 Nrf2 FP: inhibitors of human Keap1-Nrf2 protein-protein interaction; inhibition, % at 9.4 µM; Keap1 Kelch-Nrf2 peptide fluorescence polarization, 1536-well; 340,000 compounds, 0.15% hits; in the data active = inhibition above about 12%; inconclusive = no clear call, values can overlap the other calls; inactive = below about 7.3%;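 note: human Keap1 Kelch domain with fluorescein labeled Nrf2 9mer peptide probe; 0% = neutral control wells and 100% = peptide positive control; higher means more block of Keap1 binding to Nrf2 peptide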
Active calls of the source: *; ? = inconclusive; · = not tested or not shown; & = joins results of further samples.

SMILES	LANA DNA inh	NSD2 inh	Mot1-301 SUMO	RTF Ca sens inh	RTF Ca sens act	dFosB activator	PvdQ inh	PfHsp90 yeast 2	CDK5 inh	Rtt109 HAT inh	Keap1 Nrf2 FP
CC(C)CC(c1nnnn1C(C)C)N1CCN(C(=O)c2ccco2)CC1 (centres undefined)	-1.1	-1	6	-6	-7	4	-10	9	1.0	-1	5
Cc1cc(C(=O)Nc2cc(S(C)(=O)=O)ccc2Cl)no1	0.0	1	3	-9	-2	-1	-13	-7	-1.7	-11	-4
C[C@H](NC(=O)c1nc[nH]c1C(=O)NCc1ccccc1)C(=O)OCc1ccccc1	0.4	·	-15	-9	6	-2	-7	7	1.9	0	-3
CCCn1nnc(NC(=O)c2cccc(OCc3ccccc3)c2)n1	0.5	18	238	0	2	-5	-8	-18	-1.8	0	-6
CCC1CCCCN1CCCNC(=O)CN1C(=O)COc2ccc(S(=O)(=O)N3CCOCC3)cc21 (centres undefined)	0.4	0	7	-4	-4	-1	-1	-1	-0.9	0	0
Cc1ccc(OCCNC(=O)c2ccccc2SCC(=O)N2CCCC2)cc1	-2.2	-1	-29	0	2	4	-22	11	-2.1	0	3
Cn1cnc2c1c(=O)n(Cc1ccccc1)c(=O)n2C	-1.5	·	-3	-2	-5	-8	0	1	0.5	-3	-1
O=C(/C=C/c1ccc(S(=O)(=O)NCc2ccco2)cc1)NCc1cccc(Cl)c1	-0.9	1	3	-2	-1	-5	-2	4	-0.5	1	-1
Cc1noc(C)c1C(=O)Nc1sc(C)c(C)c1C#N	-1.4	1	16	-6	12	2	8	13	0.4	8	-6
Cc1cccc(Nc2ncccc2C(=O)O)c1C	0.2	·	-13&-27	-3	-7	-3	-8	-7	-0.4	-2	-5
CCNC(=O)CN1C(=O)NC(Cc2ccccc2)(Cc2ccccc2)C1=O	1.6	0	-21	3	-8	2	-2	·	-1.5	-6	-3
COC(=O)C1=C(C)N(Cc2ccccc2)C(=NCCc2c[nH]c3ccccc23)N[C@H]1c1cccc(F)c1	2.7	·	-23	7	3	0	0	14	1.8	6	-7
CC(=O)c1c(C(C)=O)c(C)n(-c2cccc3cccnc23)c1C	0.3	-1	6	-4	1	-5	-7	-6	-0.7	3	-1
O=C(Nc1nc2ccccc2s1)c1cnccn1	2.2	-1	12	-2	4	4	-10	36	1.1	-3	-5
COc1ccc(CCC(=O)Nc2cc([N+](=O)[O-])ccc2OC)cc1	1.2	0	-8	-6	-4	6	12	-41	0.4	-3	4
CCOC(=O)[C@@H]1[C@H]2COc3ccccc3[C@@H]2N2C(=O)N(c3ccc(C)cc3)C(=O)[C@@]12C	1.0	·	2	-10	-4	-9	-7	-4	-1.1	-9	-3
CCOc1ccc(C(=O)NCC(=O)N2CC=C(c3ccccc3)CC2)cc1OCC	-1.1	17	9	-10	4	-12	-6	-24	-0.2	-3	2
COc1cc(NC(=O)c2cc(-c3cccc(O)c3)on2)cc(OC)c1OC	0.3	·	-19	-10	3	0	-10	14	-0.5	8	1
COC(=O)C1=C(C)Nc2ncnn2C1c1ccco1 (centres undefined)	-2.2	7	·	-1	9	-3	-7	1	0.5	-16	-1
O=C1c2ccncc2C(=O)N1C1CCCCC1	-0.6	-1	22	-4	2	-4	14	16	0.2	8	-2
O=C(CNC(=O)c1ccc(C(F)(F)F)cc1)NC1CC1	-1.1	-2	5	1	-3	-1	-1	·	1.4	-13	3
O=C(CCNC(=O)c1ccccc1Cl)NCC1COc2ccccc2O1 (centres undefined)	-0.2	-1	·	0	-3	-2	2	·	2.0	1	-3
C=CCn1cc(-c2ccccc2)cc(C#N)c1=O	3.9	0	105	-12	-2	3	-11	11	0.1	2	-2
CN(C)Cc1c(C(=O)N/N=C/c2ccoc2)nnn1-c1nonc1N	-1.7	6	-18	-10	-7	-5	-16	7	2.5	-4	-3
O=C(CCC(=O)N1CCOCC1)NCCc1ccc(Cl)cc1Cl	8.0	-3	64	-1	-3	-1	-16	23	-1.8	6	8
(further entries)
SMILES	LANA DNA inh	NSD2 inh	Mot1-301 SUMO	RTF Ca sens inh	RTF Ca sens act	dFosB activator	PvdQ inh	PfHsp90 yeast 2	CDK5 inh	Rtt109 HAT inh	Keap1 Nrf2 FP
COC(=O)c1ccc(NC(=O)c2ccccc2NS(C)(=O)=O)cc1	0.0	-1	6	-5	9	1	-10	-10	0.1	1	-5
Cc1ccc(OCC(=O)c2c[nH]c3ccccc23)c([N+](=O)[O-])n1	0.6	1	24	-7	5	-9	-8	-13	-4.0	-2	-2
COC(=O)C1=CO[C@@H](O[C@@H]2O[C@H](CO)[C@@H](O)[C@H](O)[C@H]2O)C2C(CO)=CCC12 (some centres undefined)	-0.3	·	-8	5	-3	2	-11	-10	-0.5	1	-4
COc1ccc(-n2nc(C(=O)N3CCN(c4ccc(F)cc4)CC3)c3ccccc3c2=O)c(OC)c1	3.8	1	·	-3	5	-12	13	7	-0.1	-1	1
CC(C)Cn1c(-c2cc(Br)ccc2F)nc2c1c(=O)[nH]c(=O)n2CC(C)C	-0.1	6	40	-2	-4	-18	-15	-17	2.0	31	1
Cc1ccc(NC(=S)N(CCC(C)C)C(C)c2ccncc2)c(Cl)c1 (centres undefined)	-1.1	14	-13	9	0	-6	-6	-17	-0.5	7	6
Cc1cc(C)c(S(=O)(=O)N2C=CC(C(F)(F)F)=NCC2)c(C)c1	1.6	-1	·	-3	-1	-3	5	-5	-0.8	-7	0
CCOc1ccc(N(C(C)=O)c2nc(C)cc(C)c2C#N)cc1	0.2	0	-8	-4	3	-2	4	-2	-0.1	-1	0
O=S(=O)(Nc1nc2ccccc2s1)c1ccc(Cl)s1	-0.1	·	6	-6	-11	-6	-15	-28	0.7	5	-4
COc1ccc2[nH]c(C)c(CCNC(=S)Nc3cc(C)ccc3C)c2c1	0.4	·	55	-1	-5	0	3	17	-1.0	-9	-4
COc1ccc(NS(=O)(=O)c2cc(NC(=O)Cn3cnc4c3c(=O)n(C)c(=O)n4C)ccc2C)cc1	1.0	1	462	-3	-2	-1	-3	0	0.9	38	0
O=C(Cc1cccc2ccccc12)N/N=C/c1ccc2cccc(O)c2n1	-3.0	0	-43	-6	11	3	-10	-13	-3.3	-12	-3
CC(=O)Nc1ccc(C(=O)OCc2ccc(Cl)cc2)cc1	0.4	-2	·	5	-4	-3	-1	-29	0.0	-5	-2
CCOc1ncccc1C(=O)OCC(=O)Nc1cc(S(=O)(=O)N2CCOCC2)ccc1C	0.6	-1	371	0	3	-4	5	0	1.4	3	3
CCOC(=O)c1sc2nc(C)nc(NCc3ccc(F)cc3)c2c1C	-1.6	4	12	-7	3	-27	-11	8	0.3	4	-5
O=C(CCNC(=O)c1ccc([N+](=O)[O-])cc1)Nc1cccc(S(=O)(=O)N2CCCCCC2)c1	0.7	-1	-8	-3	0	-5	13	-7	0.6	0	-6
COc1ccc(CCNC(=O)Nc2cccc([N+](=O)[O-])c2)cc1	-0.2	-1	-13	-11	-1	-4	-14	-29	2.4	-9	-4
CCOCCCNc1ncnc2c1nc1n2CCCC1	-1.2	-1	795	4	0	-6	-9	-11	0.7	-1	-4
O=C(CCc1ccc(S(=O)(=O)N2CCOCC2)cc1)Oc1ccccc1	1.7	-1	-13	3	-11	-2	-5	6	0.4	-2	1
CCOC(=O)C1CCN(c2c(NC3CCCc4ccccc43)c(=O)c2=O)CC1 (centres undefined)	2.2	·	5	-6	-6	-5	-7	-20	1.5	-11	0
O=C1/C(=C/c2ccccc2)N=C(N2CCOCC2)N1c1cccc(Cl)c1	-0.6	-22	3	2	-3	-2	-3	-3	-0.4	4	0
COc1ccc(-c2c(N)nnc3c2[nH]c2ccccc23)cc1OC	0.7	-2	21	-6	2	2	-6	-21	2.2	-2	0
CCN1CCCC(Sc2nc3c([nH]2)c(=S)n(C)c(=O)n3C)C1 (centres undefined)	-1.7	8	-6	-7	2	0	-18	-12	0.8	0	-5
COc1cc(OC)c(C2C(C(=O)N3CCOCC3)=C(C)NC3=C2C(=O)CC(C)(C)C3)cc1OC (centres undefined)	-0.6	1	-15	2	-3	5	-8	-7	-3.1	3	3
Cc1ccc(S(=O)(=O)N2CCC(C)CC2)c([N+](=O)[O-])c1	-0.1	2	-1	·	·	-1	-3	-20	0.0	11	-2
(more compounds)
SMILES	LANA DNA inh	NSD2 inh	Mot1-301 SUMO	RTF Ca sens inh	RTF Ca sens act	dFosB activator	PvdQ inh	PfHsp90 yeast 2	CDK5 inh	Rtt109 HAT inh	Keap1 Nrf2 FP
CCc1ccc(NC(=O)c2cccc(NC3=NC4CS(=O)(=O)CC4S3)c2)cc1 (centres undefined)	-1.6	·	13	-3	-2	-6	3	3	1.0	-4	0
CC(=O)Nc1ccc(NC(=O)C2CC(=O)Nc3ncnn32)cc1 (centres undefined)	-0.4	-8	-9	-6	-1	-2	-9	-20	2.4	1	-3
O=C(NNC(=O)c1ccccc1[N+](=O)[O-])c1ccc(NC(=O)c2ccccc2)cc1	0.8	1	-11	-1	-1	?	-9	5	0.1	-4	3
COCCNC(=S)N1CCN(Cc2cccc(OC)c2)CC1	1.2	0	4	2	8	-8	-10	16	0.0	-9	-1
Cc1ccc(S(=O)(=O)N/N=C/c2cccn2-c2ccc(Cl)cc2)cc1	-0.7	9	-12	10	0	-1	-11	-16	-0.4	-22	-5
COC(=O)c1cc(C(=O)OCC(=O)c2ccc[nH]2)cc([N+](=O)[O-])c1	1.4	-1	0	3	-6	3	9	20	0.4	15	-2
O=C(O)CCC(=O)Nc1ccc(Br)cn1	1.6	-1	5	-5	-1	1	-12	5	0.3	-4	5
Cc1ccc(C(=O)N/C(=C\c2sccc2C)C(=O)NCCCN2CCOCC2)cc1	0.3	3	-9	-1	-2	-3	14	-9	3.1	17	-2
Cc1cc(-c2nnc(SCC(=O)Nc3ccccc3C(F)(F)F)n2N)n[nH]1	0.4	-8	1	-2	-4	-6	4	-7	-3.2	20	1
Cc1ccc(NS(=O)(=O)c2ccc(-c3ccc(=O)[nH]n3)o2)cc1	-1.7	-4	14	-6	-3	-9	-11	-2	-1.2	4	-3
COc1cc2c(cc1NC(=O)CCCCCN1C(=O)CCC1=O)oc1ccccc12	0.0	1	1	-7	-1	2	-17	-25	0.5	-4	1
Cc1onc(C(=O)N2C(C)CCCC2C)c1[N+](=O)[O-] (centres undefined)	-0.3	-2	-2	5	-5	5	-14	20	1.0	2	-4
CCOc1ccc2ccccc2c1/C=N/NC(=O)c1cc(C)[nH]n1	-1.2	1	56	-11	-7	-10	-1	-29	-0.7	8	-2
CC(C)c1ccc(CC(C)C2C3=C(CCCC3=O)OC3=C2C(=O)CCC3)cc1 (centres undefined)	0.7	-2	11	-9	-1	8	-3	16	1.5	-5	0

This is a random part of the collection. About 3.2% of those tested had a hit in this group.
